# Bioassay records: PubChem BioAssay, Sanford-Burnham Center for Chemical Genomics
# PfGluPho inh = PfG6PD (Plasmodium falciparum) enzyme inhibition; PfGluPho enzyme, NADPH resazurin-diaphorase fluorescence; inhibition, % at 20 µM; 350,000 tested, 0.78% active; AID 504690;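 active means inhibition reaching at least a set limit at 20 µM in the primary screen, cut at about 59% in these data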;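 further: 0% = DMSO wells with substrate and 100% = DMSO wells lacking glucose-6-phosphate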
# SENP8 block-1 = blocks the human protease SENP8. Q96LD8. purified SENP8, Z-RLRGG-aminoluciferin cleavage, luminescence. inhibition, % at 10 µM. 330,000 tested, 1.2% active. AID 2540; in the data active means inhibition above about 50%
# SENP7 block = SENP7 protease inhibition; recombinant SENP7, Z-RLRGG-aminoluciferin luminescence, 40 min; inhibition, % at 5 µM; AID 434973; 330,000 tested, 1.5% active; Q9BQF6;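 active means inhibition above about 50% at the single test dose, limit read from the data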;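 further: plate controls were DMSO with enzyme for no effect and no enzyme buffer wells for full effect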
# HKDC1 inh = blocks human hexokinase HKDC1 activity; 340,000 tested, 0.16% active; AID 493160; Q2TB90; recombinant HKDC1, G6PDH/diaphorase resazurin coupled fluorescence; inhibition, % at 20 µM;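 active means inhibition above about 35% when tested at 20 µM, limit read from the data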;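 further: plate controls were DMSO wells with enzyme for no effect and DMSO wells lacking enzyme for full effect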
#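 System: Recombinant HKDC1 hexokinase | Amount: HKDC1 at 5 µg/mL | Reagent: Glucose with 1 mM ATP | Doses: Single 20 µM dose | Incubation: Reaction time 90 min, room temperature, protected from light | Signal: Coupled resazurin fluorescence, excitation 525 nm, emission 613 nm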
# SENP8 block-2 = inhibitors of human SENP8 protease | Q96LD8 | recombinant SENP8, Nedd8 substrate fluorescence | inhibition, % at 20 µM | 360,000 tested, 0.64% active | AID 602440; in the data active means inhibition mostly above about 40%, no sharp cut-off; inactive means mostly below about 27%
# SENP6 inh = inhibitors of human SENP6 protease; Q9GZR1; Recombinant SENP6 catalytic domain, aminoluciferin luminescence; inhibition, % at 10 µM; 330,000 tested, 1.8% active;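 active means inhibition above about 50% at the single tested dose, limit read from the data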;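 further: plate controls were DMSO wells with enzyme for no effect and DMSO wells lacking enzyme for full effect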
# Apaf-1 inh = human Apaf-1 inhibition | O14727 | inhibition, % at 20 µM | 330,000 tested, 0.71% active | reconstituted apoptosome caspase-3 activity, DEVD-Rh110 fluorescence; active means inhibition of at least 40% at 20 µM;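 further: plate controls were DMSO wells for no effect and DEVD-CHO caspase inhibitor wells for full effect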
# Target sequence (O14727 whole entry, looked up): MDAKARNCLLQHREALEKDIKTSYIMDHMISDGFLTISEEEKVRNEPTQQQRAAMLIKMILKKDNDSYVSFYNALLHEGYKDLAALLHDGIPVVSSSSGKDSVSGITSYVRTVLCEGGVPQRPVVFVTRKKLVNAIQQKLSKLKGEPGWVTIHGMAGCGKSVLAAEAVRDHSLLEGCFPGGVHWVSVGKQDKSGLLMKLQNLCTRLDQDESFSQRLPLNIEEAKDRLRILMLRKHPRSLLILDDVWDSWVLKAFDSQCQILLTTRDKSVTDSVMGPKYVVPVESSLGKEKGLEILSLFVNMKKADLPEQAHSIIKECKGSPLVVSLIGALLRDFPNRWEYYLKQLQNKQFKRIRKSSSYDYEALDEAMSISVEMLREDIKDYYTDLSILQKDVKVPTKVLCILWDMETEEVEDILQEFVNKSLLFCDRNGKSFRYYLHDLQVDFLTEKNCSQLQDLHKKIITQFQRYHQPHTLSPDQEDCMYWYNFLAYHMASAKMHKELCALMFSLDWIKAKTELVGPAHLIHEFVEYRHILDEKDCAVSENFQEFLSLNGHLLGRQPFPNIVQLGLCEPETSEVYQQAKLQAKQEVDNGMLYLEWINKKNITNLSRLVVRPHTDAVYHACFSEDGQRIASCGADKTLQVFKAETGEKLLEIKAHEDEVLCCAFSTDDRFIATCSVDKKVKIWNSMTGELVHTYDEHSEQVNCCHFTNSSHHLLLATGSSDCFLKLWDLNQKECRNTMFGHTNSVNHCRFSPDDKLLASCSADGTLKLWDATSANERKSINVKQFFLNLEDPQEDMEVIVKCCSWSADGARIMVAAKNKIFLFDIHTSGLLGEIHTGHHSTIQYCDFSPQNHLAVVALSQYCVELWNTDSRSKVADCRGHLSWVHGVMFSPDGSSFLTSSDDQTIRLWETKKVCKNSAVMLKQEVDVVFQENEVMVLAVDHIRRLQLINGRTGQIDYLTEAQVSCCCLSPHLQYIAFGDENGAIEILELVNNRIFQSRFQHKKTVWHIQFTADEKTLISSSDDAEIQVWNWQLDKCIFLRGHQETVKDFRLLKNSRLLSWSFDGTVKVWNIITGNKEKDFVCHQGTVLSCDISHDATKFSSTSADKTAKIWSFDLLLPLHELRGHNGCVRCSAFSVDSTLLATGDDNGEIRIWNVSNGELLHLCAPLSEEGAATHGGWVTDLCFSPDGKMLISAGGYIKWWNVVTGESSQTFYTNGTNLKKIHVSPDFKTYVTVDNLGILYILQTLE
#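 Assay system – apoptosome proteins · Medium – Hepes buffer, pH 7.5 · Also added – cytochrome c with DEVD-Rh110 · Timing – 30 min compound preincubation, 50 min activation, room temperature · Detection – Rh110 fluorescence, excitation 480 nm, emission 540 nm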
# SENP1 FRET inh = inhibitors of human SENP1 SUMO protease catalytic domain. inhibition, % at 10 µM. AID 624204. recombinant SENP1 catalytic domain, CyPet-SUMO1-YPet FRET cleavage. Q9P0U3. 360,000 tested, 0.21% active;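 active means inhibition at least 30% at 10 µM, raw YFP signal under a set limit, fluorescence ratio 0.5 to 1.5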;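 further: 0% = enzyme with DMSO and 100% = no enzyme wells; some results filed as inactive read as strong as hits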
#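 Controls: no-enzyme wells low, DMSO-plus-enzyme wells high control. Test system: human recombinant His6-tagged SENP1 catalytic domain enzyme. Reagent: SFCypet-SUMO1-SFYpet FRET protein substrate, 25 nM final. Doses: one dose per compound, 10 µM, 0.5% DMSO. Detection: FRET, CFP and YFP emission. Timing: 50 min reaction at room temperature.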
# * hit, by the source's call; . = not tested or not shown.
SMILES,PfGluPho inh,SENP8 block-1,SENP7 block,HKDC1 inh,SENP8 block-2,SENP6 inh,Apaf-1 inh,SENP1 FRET inh
Cn1ncc(C#N)c1NC(=O)C1CC(c2ccccc2Cl)=NO1 (stereo not drawn),5,-6,0,-7,.,-15,-17,.
CC(C)(C)c1ccc(CN(Cc2ccccc2)C(c2ccccn2)c2nnnn2C(C)(C)C)cc1 (stereo not drawn),19,0,-3,2,6,-7,15,-1
CC(Oc1ccc2c(-c3ccccc3)cc(=O)oc2c1)C(=O)O (stereo not drawn),-18,2,-7,-6,-26,-10,-4,-13
CCOc1ccc(N(CC(=O)NCCc2ccc(OC)cc2)S(C)(=O)=O)cc1,-1,-4,4,-3,5,-27,6,2
COC(=O)c1ccc(/C=C/c2c(-c3ccsc3)sc3ccccc23)cc1,12,-18,9,4,-465,-27,14,-11
Cc1cccc(NC(=O)NNC(=O)c2cc3occc3[nH]2)c1C,17,0,12,-5,7,-16,2,-1
O=c1cnc2cc([N+](=O)[O-])ccc2[nH]1,-5,-8,0,-11,22,4,-9,1
CCc1ccc(NC(=O)c2cc(C)no2)cc1,-11,-15,-4,2,17,-32,0,9
O=C(NCCc1ccccc1)C(=O)NCC1OCCN1S(=O)(=O)c1ccc2c(c1)OCCO2 (stereo not drawn),15,-8,-11,-7,3,4,7,-2
COc1cccc2[nH]c3c(N4CCN(Cc5ccc6c(c5)OCO6)CC4)ncnc3c12,.,-2,-6,.,.,-4,-1,.
COc1cccc(CNS(=O)(=O)c2c(C)[nH]c(C)c2C(=O)N2CCCCC2)c1,-3,-5,0,-2,9,11,-8,0
O=C(Cn1c(=O)oc2ccccc21)c1ccccc1,0,6,-1,4,25,8,-1,0
O=C(C[n+]1ccccc1)Nc1c(Cl)cc(Cl)cc1Cl,-1,-7,-2,13,3,-19,2,3
Cc1ccc(S(=O)(=O)N2CCN(C(=O)c3ccccc3-c3nc4ccccc4s3)CC2)c(C)c1,-3,3,-2,4,9,-2,40*,1
N#CCCN(Cc1cccs1)C(=O)Nc1ccc(F)cc1,-4,0,-3,1,9,-7,-23,1
Cc1cc(C)cc(NC(=O)CC23CC4CC(C2)CC(n2nnc(C)n2)(C4)C3)c1,21,7,2,3,5,-4,8,3
Cc1ccc(-c2noc(CSc3nnc(Cc4ccccc4)n3-c3cccc(C)c3)n2)cc1,-4,1,0,4,4,2,15,1
Cc1ccc(S(=O)(=O)N(CCC(=O)O)c2ccccc2)cc1,-10,11,9,0,19,-4,1,1
CN(C)c1cccc2c1c(NC(=O)c1ccc(F)cc1)nn2C,74*,8,8,11,55*,0,92*,-1
CCC(NC(C)C)C(O)c1ccc(O)c(O)c1 (stereo not drawn),33,3,5,11,-2,-16,-1,2
COC(=O)c1cc(S(=O)(=O)NCc2cccc(OC)c2)cn1C,3,-3,1,-3,-3,-3,10,0
Cc1cc(C)c(-n2c(O)c(C=NCCN3CCOCC3)c(=O)[nH]c2=O)c(C)c1,-21,-3,-1,-10,26,5,3,-1
CCOc1ccc(NS(=O)(=O)c2ccc(C(=O)NCCN3CCOCC3)cc2)cc1,-4,-5,1,0,0,2,0,0
Cn1cc(C=O)c(-c2ccc3c(c2)OCCCO3)n1,-19,-8,7,-5,7,-14,5,-2
COCCCNC(=O)c1cc(-c2cccnc2)nc2ccccc12,-6,-1,-5,2,3,-23,-2,-2
SMILES,PfGluPho inh,SENP8 block-1,SENP7 block,HKDC1 inh,SENP8 block-2,SENP6 inh,Apaf-1 inh,SENP1 FRET inh
CSCC[C@H](NC(=O)Nc1ccc(Oc2ccccc2)cc1)C(=O)O,-9,4,-7,-6,17,0,-16,0
COc1ccc2cc(C3(C)NC(=O)N(CC(=O)NCCC4=CCCCC4)C3=O)ccc2c1 (stereo not drawn),-1,-4,3,4,15,7,39,2
O=C(N=Nc1c(O)[nH]c2ccc(F)cc12)C1COc2ccccc2O1 (stereo not drawn),10,4,5,-5,32,6,-14,3
COc1ccc(Cc2nnc(NC(=O)Nc3ccc(F)cc3)s2)cc1,0,4,-2,3,6,-9,0,-1
COc1cc2ccccc2cc1C(=O)Nc1ccc(C)cn1,6,9,-5,-6,-167,-7,8,1
Cc1ccc2c(COC(=O)CNC(=O)c3ccccc3)cc(=O)oc2c1,-12,-8,-9,12,2,-12,-31,1
CC(=O)Nc1ccc(NS(=O)(=O)c2cn(C)c(=O)n(C)c2=O)cc1,-9,10,2,-4,13,-2,-10,-3
O=C(NNc1cccc(Cl)n1)Nc1cccc(C(F)(F)F)c1,24,-4,-1,-2,13,-3,-7,0
CC(C)(C)OC(=O)N1CCC(C(=O)N[C@H](Cc2ccccc2)C(=O)O)CC1,-5,-5,1,-1,10,-15,-10,-1
COCc1[nH]nc2c1C(c1ccccc1F)C(C#N)=C(N)O2 (stereo not drawn),-3,-11,-10,0,3,-11,14,-3
CCN(CC)CCN1C2=C(C(=O)CC(C)(C)C2)C(c2cccc(F)c2)C2=C1CC(C)(C)CC2=O,-7,7,-2,-2,-457,-8,1,-40
O=C(O)c1ccccc1C(=O)OCCCc1ccncc1,2,-6,-7,-9,8,-12,-8,1
COC(=O)c1cccc(NC(=O)Cn2cnc3c2c(=O)n(C)c(=O)n3C)c1,-5,-7,-6,-7,20,2,-21,1
CCOC(=O)c1c(C)n(C)c2cc(Br)c(OC)cc12,8,6,2,7,13,13,6,0
COc1ccc(N2C(=O)CCC(C(=O)N3CCCCCC3)C2c2ccc(OC)c(OC)c2)cc1 (stereo not drawn),-7,-3,0,3,16,21,-9,0
Cn1c(=O)n(C)c2cc([N+](=O)[O-])c(N3CCN(S(=O)(=O)c4ccccc4)CC3)cc21,0,5,-9,-7,15,7,1,1
Cc1[nH]n(-c2ccccc2)c(=O)c1CCOC(=O)c1ccc(C(F)(F)F)cc1,1,-1,-2,6,15,-7,22,-1
Clc1ccc(CN2CCCCCC2)cc1Cl,5,-1,2,2,-5,0,-7,0
O=C1NC[C@@H](c2ccccc2)OC(=O)[C@H](Cc2ccc(F)cc2)C/C=C\C[C@@H]1CC(=O)N(CCO)Cc1ccccc1,-8,-14,-4,-4,6,-20,38,2
COc1ccc(-c2[nH]ncc2CN(Cc2nccn2C)C(C)C)c(F)c1,-11,-4,2,2,22,0,-20,0
COc1cc(C(C)=O)ccc1OCc1cn(CC(=O)c2ccc(O)cc2)nn1,2,.,.,25,20,.,.,0
Cn1c(=O)n(C)c2cc(C(=O)O)ccc21,10,-2,-2,-5,11,-4,-5,2
O=C(c1ccc(COc2ccccc2[N+](=O)[O-])o1)N1CCCCCC1,3,-9,2,4,23,1,9,1
COC(=O)C(CCSC)NC(=O)c1cccc([N+](=O)[O-])c1 (stereo not drawn),-5,-2,4,-7,8,-5,-11,2
CN1CCN(C(=S)Nc2ccc([N+](=O)[O-])cc2)CC1,16,3,1,-2,30,-3,7,2

# Of the compounds above, these have an NH in an aromatic ring:
SMILES,PfGluPho inh,SENP8 block-1,SENP7 block,HKDC1 inh,SENP8 block-2,SENP6 inh,Apaf-1 inh,SENP1 FRET inh
Cc1cccc(NC(=O)NNC(=O)c2cc3occc3[nH]2)c1C,17,0,12,-5,7,-16,2,-1
O=c1cnc2cc([N+](=O)[O-])ccc2[nH]1,-5,-8,0,-11,22,4,-9,1
COc1cccc2[nH]c3c(N4CCN(Cc5ccc6c(c5)OCO6)CC4)ncnc3c12,.,-2,-6,.,.,-4,-1,.
COc1cccc(CNS(=O)(=O)c2c(C)[nH]c(C)c2C(=O)N2CCCCC2)c1,-3,-5,0,-2,9,11,-8,0
Cc1cc(C)c(-n2c(O)c(C=NCCN3CCOCC3)c(=O)[nH]c2=O)c(C)c1,-21,-3,-1,-10,26,5,3,-1
O=C(N=Nc1c(O)[nH]c2ccc(F)cc12)C1COc2ccccc2O1 (stereo not drawn),10,4,5,-5,32,6,-14,3
COCc1[nH]nc2c1C(c1ccccc1F)C(C#N)=C(N)O2 (stereo not drawn),-3,-11,-10,0,3,-11,14,-3
Cc1[nH]n(-c2ccccc2)c(=O)c1CCOC(=O)c1ccc(C(F)(F)F)cc1,1,-1,-2,6,15,-7,22,-1
COc1ccc(-c2[nH]ncc2CN(Cc2nccn2C)C(C)C)c(F)c1,-11,-4,2,2,22,0,-20,0

# Next part
SMILES,PfGluPho inh,SENP8 block-1,SENP7 block,HKDC1 inh,SENP8 block-2,SENP6 inh,Apaf-1 inh,SENP1 FRET inh
Cc1cccc(NC(=O)COC(=O)CN2CCCCCC2=O)c1C,-12,-6,1,-5,-237,13,-6,0
Cc1c(CCOC(=O)CC23CC4CC(CC(C4)C2)C3)sc[n+]1CC(=O)c1ccc(Br)cc1,1,-7,-1,9,10,8,49*,3
O=C(COC(=O)C1=COCCO1)Nc1cc(Cl)c(Cl)cc1Cl,-3,-5,4,-7,9,-7,11,0
Cc1cc(NC(=O)c2sccc2C)n(-c2nc3ccccc3[nH]2)n1,14,0,-4,-7,-4,-4,14,2
O=S(=O)(NCC(c1cccnc1)N1CCN(Cc2ccccc2)CC1)c1ccc(F)cc1 (stereo not drawn),-15,-8,-7,-3,25,-5,4,-3
O=C1CCCCCN1C(=O)c1ccccc1,1,.,.,-8,16,.,.,3
CC(=O)c1cccc(NC(=O)COC(=O)COc2ccccc2C)c1,9,-3,-1,-9,20,-4,-3,4
CC(C)OC(=O)c1c2nc3ccccc3nc2n2c1[nH]c(=O)c1ccccc12,.,7,2,.,.,-11,15,.
CCc1ccccc1NC(=O)c1cc(-c2ccco2)on1,14,-7,4,2,5,-4,10,4
